Screening data: PubChem, National Center for Advancing Translational Sciences (NCATS)
12-LOX inh: Primary qHTS assay for inhibitors of human arachidonate 12S-lipoxygenase (ALOX12): Round 2; purified 12hLO, xylenol orange hydroperoxide absorbance; Potency, µM (series often up to 108 µM), without a hit: top-dose activity change, negative = inhibition, hits mostly inhibitors; 580,000 tested, 1.1% active; further: on the % scale 0 is the no-effect control and ±100 the full control effect
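Purified human 12hLO at 150 nM in 25 mM Hepes, 0.01% Triton X-100, pH 7.0, preincubated 15 min at room temperature with compound. Reaction started with 40 uM arachidonic acid, 30 min at room temperature. Hydroperoxide measured by Fe-xylenol orange, 573/405 nm absorbance ratio.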
Pin1 inhibitor: qHTS Assay to Find Inhibitors of Pin1; 390,000 tested, 0.009% active; Peptidyl-prolyl cis-trans isomerase NIMA-interacting 1 (Homo sapiens), Q13526; Potency, µM (series often up to 115 µM), inactives show at the top dose activity, negative = inhibition, hits mostly inhibitors; Pin1 FP peptide displacement, HiFluor488, 10 min; active means well fitted inhibition curve with a large enough effect in the polarisation, with a control signal flat, not every such curve was filed as active; inconclusive means small, poorly fitted or top-dose-only effect, or effect the other way, or a change in a side signal; inactive means no such curve, though single readings can be large or run the other way; the % refers to the polarisation; further: on the % scale 0 is the no-effect control and ±100 the full control effect
Target sequence (Q13526 whole entry, looked up): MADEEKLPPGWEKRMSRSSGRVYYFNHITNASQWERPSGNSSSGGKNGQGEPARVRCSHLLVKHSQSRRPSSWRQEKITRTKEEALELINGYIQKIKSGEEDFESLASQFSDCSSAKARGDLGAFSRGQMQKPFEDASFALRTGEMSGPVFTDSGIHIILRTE
Tb PGK inh: qHTS Assay to Find Inhibitors of Phosphoglycerate Kinase. PGK/GAPDH coupled, Kinase-Glo luminescence, 60 min. AID 602233, 2012. Potency, µM (top dose mostly 57.5 µM), for inactives: at the highest dose activity change, negative = inhibition, hits mostly inhibitors. Phosphoglycerate kinase, glycosomal (Trypanosoma brucei brucei), P07378. 380,000 tested, 0.043% active; further: on the % scale 0 is the no-effect control and ±100 the full control effect; nearly all actives have a fitted effect of over 60% in size
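Recombinant glycosomal PGK reaction used 1,3-bisphosphoglycerate generated in-well by GAPDH (100nM final) in 100mM TEA pH 7.6, 5mM MgCl2, 0.01% Tween-20. After 60 minutes at room temperature, ATP was read by Kinase-Glo Plus luminescence end-point.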
ERG-DNA inh: qHTS for Small Molecule Inhibitors of the ERG Ets/DNA interaction. Transcriptional regulator ERG (Homo sapiens), P11308. fluorescence polarization, His-ERG Ets domain / labelled DNA. Potency, µM (series often up to 76.9 µM), without a hit: at the top dose FP activity, negative = inhibition, usual class: inhibitors. 370,000 tested, 0.028% active; active means well fitted inhibition curve with a large enough effect in the polarisation, with a control signal flat; inconclusive means small, poorly fitted or top-dose-only effect, or effect the other way, or a change in a side signal; inactive means no such curve, though single readings can be large or run the other way; the % refers to the polarisation;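 further: polarization taken with two DNA probes labelled with fluorescein and Texas red; % of control where 0% means no effect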
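His-tagged ERG Ets domain (1 uM in the protein solution; 300mM KCl, 50mM Tris-HCl, 1mM EDTA, 1mM DTT, pH 7.5) received compound, then a probe mix of 5 nM fluorescein-DNA and 100nM Texas-615-DNA. Fluorescence polarization was read for both dyes.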
RGS4 inh: Inhibitors of Regulator of G Protein Signaling (RGS) 4: qHTS; Regulator of G-protein signaling 4 (Homo sapiens), P49798; 390,000 tested, 0.039% active; AID 504845, 2011; Transcreener GDP fluorescence polarization, RGS4-accelerated GTP hydrolysis; Potency, µM (doses to about 114 µM), without a hit: top-dose activity change, negative = inhibition, usual class: inhibitors; further: on the % scale 0 is the no-effect control and ±100 the full control effect; nearly all actives have a fitted effect of over 75% in size; some results filed as inactive show a strong effect at the top dose
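MLSMR compounds (23 nl, pin-transferred) preincubated 10 min at room temperature with a 500nM (2x) first reagent, then RGS4 at 900nM (2x) plus Transcreener GDP mix added; fluorescence polarization (620/688 nm) read before and after 90 min at 30 °C.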
JMJD2A Tudor inh: qHTS Assay for Inhibitors of JMJD2A-Tudor Domain | Lysine-specific demethylase 4A (Homo sapiens), O75164 | AlphaScreen JMJD2A-Tudor / H3K4me3 peptide binding | Potency, µM (highest dose often 114 µM), without a hit: at the top dose activity change, negative = inhibition, hits mostly inhibitors | 390,000 tested, 4.4% active | AID 504339, 2011; further: on the % scale 0 is the no-effect control and ±100 the full control effect; nearly all actives have a fitted effect of over 50% in size
rTrxR1 inhibitor: qHTS Assay for Inhibitors of Mammalian Selenoprotein Thioredoxin Reductase 1 (TrxR1): qHTS; Thioredoxin reductase 1, cytoplasmic (Rattus norvegicus), O89049; recombinant rTrxR1, NADPH fluorescence consumption, selenite substrate; Potency, µM (series often up to 114 µM), for the others: at the top dose activity change, negative = inhibition, hits mostly inhibitors; 390,000 tested, 1% active; AID 588453, 2011; further: on the % scale 0 is the no-effect control and ±100 the full control effect; nearly all actives have a fitted effect of over 65% in size
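Rat TrxR1 (90 nM in the dispensed reagent) was pre-reduced with 400 uM NADPH for 5 min at room temperature, then incubated with compound for 15 min. After 400 uM selenite was added, NADPH fluorescence (Ex 340/Em 450 nm) was followed for 8 min.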
GLS inhibitor: qHTS for Inhibitors of Glutaminase (GLS) | Glutaminase kidney isoform, mitochondrial (Homo sapiens), O94925 | GLS enzymatic activity, qHTS titration | Potency, µM (doses to about 45.5 µM), without a hit: at the highest dose activity change, negative = inhibition, hits mostly inhibitors | 410,000 tested, 0.21% active; further: on the % scale 0 is the no-effect control and ±100 the full control effect
Target sequence (O94925 whole entry, looked up, canonical isoform): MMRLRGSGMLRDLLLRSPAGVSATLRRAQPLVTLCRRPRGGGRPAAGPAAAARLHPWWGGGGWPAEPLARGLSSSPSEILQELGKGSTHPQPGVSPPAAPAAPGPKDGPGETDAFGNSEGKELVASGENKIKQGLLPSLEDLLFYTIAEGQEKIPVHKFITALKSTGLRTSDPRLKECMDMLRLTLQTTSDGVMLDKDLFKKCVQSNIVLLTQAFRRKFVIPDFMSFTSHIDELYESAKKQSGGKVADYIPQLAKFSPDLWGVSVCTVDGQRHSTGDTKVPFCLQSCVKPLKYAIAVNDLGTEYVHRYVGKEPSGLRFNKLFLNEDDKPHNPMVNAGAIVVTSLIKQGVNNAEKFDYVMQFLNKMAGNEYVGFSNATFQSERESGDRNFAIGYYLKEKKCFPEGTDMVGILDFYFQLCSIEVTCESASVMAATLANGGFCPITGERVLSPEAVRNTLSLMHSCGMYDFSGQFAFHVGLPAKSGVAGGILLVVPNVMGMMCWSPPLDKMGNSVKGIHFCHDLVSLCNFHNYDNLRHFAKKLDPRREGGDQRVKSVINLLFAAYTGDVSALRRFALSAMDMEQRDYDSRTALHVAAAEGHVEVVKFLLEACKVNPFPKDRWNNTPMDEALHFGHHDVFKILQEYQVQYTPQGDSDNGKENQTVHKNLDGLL
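Glutamate formation by hKGA was monitored fluorometrically using coupled glutamate oxidase, HRP and Amplex Red. Substrate was added as 1 mM L-glutamine solution; incubation was 30 min at RT after an initial read.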
HP1b chromo inh: HTS for Inhibitors of HP1-beta Chromodomain Interactions with Methylated Histone Tails; AID 540317, 2011; Potency, µM (highest dose often 114 µM), for the others: at the top dose activity change, negative = inhibition, most hits filed as inhibitors; 390,000 tested, 0.56% active; AlphaScreen HP1-beta / biotin-H3K9me3 peptide binding; further: nearly all actives have a fitted effect of over 70% in size; inactives centre near 23
Target sequence (P83916 whole entry, looked up): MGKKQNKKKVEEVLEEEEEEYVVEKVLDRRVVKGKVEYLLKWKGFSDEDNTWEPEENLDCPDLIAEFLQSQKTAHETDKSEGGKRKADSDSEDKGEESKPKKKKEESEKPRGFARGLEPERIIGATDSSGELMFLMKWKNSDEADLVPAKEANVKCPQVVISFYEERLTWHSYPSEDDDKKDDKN
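AlphaScreen: HP1-beta (50 nM) preformed 30 min with biotin-H3(1-18)K9me3 peptide (50 nM) in PBS pH 7.4, 0.01% Tween-20. Compound added for 30 min at RT, then streptavidin donor/nickel chelate acceptor beads (10 ug/mL) for 30 min.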
* marks the source's active call; other numbers are inactive results; i = inactive; u = inconclusive; x = no result given; & = joins results of further samples; [ ] = another dose, or the depositor's remark. Unless noted, the call rests on the fitted dose curve; in most records, active means well fitted curve in the direction sought with a large enough effect; inconclusive means small, poorly fitted or top-dose-only effect, or another doubt; inactive means no such curve, though single readings can be large; an effect the other way counts as inactive or inconclusive. Potency means the concentration at half of the fitted maximal effect. A portion of the library; the hit share may differ from the screen's.

1. O=C(O)c1cccc(NC(=S)N/N=C/c2ccccc2OCc2ccc(Br)cc2)c1
2. Cc1ccc(S(=O)(=O)CCC(=O)Nc2nnc(-c3ccco3)o2)cc1
3. COc1ccc(C(=O)NCC(=O)OCc2csc(-c3ccccc3)n2)cc1
4. CCOc1ccc(CCN2C(=O)C(=O)N([C@@H](Cc3ccc(O)cc3)CN3CCC[C@@H]3CN3C(=O)C(=O)NC[C@@H]3Cc3ccccc3)C[C@@H]2Cc2ccccc2)cc1
5. COc1cccc(C(C)N(C)Cc2nc(-c3ccoc3)oc2C)c1 (stereo unspecified)

| compound no. | 1 | 2 | 3 | 4 | 5 |
| --- | --- | --- | --- | --- | --- |
| 12-LOX inh | 16µM* | 13% | -1% | -5% | x |
| Pin1 inhibitor | x | -10% | u | 11% | 2% |
| Tb PGK inh | -3% | 7% | -3% | 4% | -3% |
| ERG-DNA inh | 4% | 4% | -13% | -5% | -3% |
| RGS4 inh | u | -10% | -11% | u | -3% |
| JMJD2A Tudor inh | 50µM* | 18µM* | -5% | -27% | -22% |
| rTrxR1 inhibitor | -18% | -19% | -8% | 12% | -11% |
| GLS inhibitor | 56%[activator] | 15% | -25% | 26% | -2% |
| HP1b chromo inh | u | 28% | 39% | 4% | 22%[57 µM] |

6. O=C(Cc1n[nH]c(=O)[nH]c1=O)N/N=C/c1cccc(Cl)c1
7. CCCCn1c(=O)n(-c2cc(OC)ccc2OC)c(=O)c2c3c(sc21)CN(C(C)=O)CC3
8. CCOC(=O)C(Cc1ccccc1)C(=O)NCc1cccnc1 (stereo unspecified)
9. O=C(Nc1ccc2c(c1)OCO2)Nc1ccccn1
10. Nc1c(C(=O)CCC(=O)O)oc2ccc(Cl)cc12

| compound no. | 6 | 7 | 8 | 9 | 10 |
| --- | --- | --- | --- | --- | --- |
| 12-LOX inh | 3% | u | -5% | -6% | -24% |
| Pin1 inhibitor | -5% | 1% | -1% | -5% | -9% |
| Tb PGK inh | -5% | i | 1% | 8% | i |
| ERG-DNA inh | -1% | -5% | -4% | 3% | 2% |
| RGS4 inh | -24% | 23% | -20% | 13% | 17% |
| JMJD2A Tudor inh | 7% | -1% | -16% | -15% | -18% |
| rTrxR1 inhibitor | -5% | 1% | 18%[2.29 µM] | 12% | -3%[57.1 µM] |
| GLS inhibitor | 6% | -16% | -1% | 11% | 12% |
| HP1b chromo inh | 16% | 25% | 23% | 12% | 19% |

11. Cc1cc(C)c(/C=C/c2onc(C)c2S(=O)(=O)N2CCC(C(=O)Nc3cccc(C)c3C)CC2)c(C)c1
12. CC(C)c1ccc(Nc2nc(Cl)nc(Cl)n2)cc1
13. O=C1C2C3CCCC3=C3CCCC3C2C(=O)N1c1ccccc1 (stereo unspecified)
14. Cc1ccc(S(=O)(=O)N(C)c2c(C)ccc(S(=O)(=O)N3CCN(C)CC3)c2C)cc1
15. CN1CCN(C(=O)CCN2C(=O)/C(=C\c3ccc(Cl)cc3)SC2=S)CC1

| compound no. | 11 | 12 | 13 | 14 | 15 |
| --- | --- | --- | --- | --- | --- |
| 12-LOX inh | -27% | u | 63%[activator] | -18% | x |
| Pin1 inhibitor | -5% | -13% | u | 2% | -5% |
| Tb PGK inh | 1% | i | -3% | i | -2% |
| ERG-DNA inh | -4% | 3% | -1% | -11% | 8% |
| RGS4 inh | -1% | 4% | -29% | u | 2%[56.9 µM] |
| JMJD2A Tudor inh | -7% | 89µM* | 15% | -6%[57.1 µM] | -28% |
| rTrxR1 inhibitor | 14%[57.1 µM] | 32% | -16% | -3% | 18%[57.1 µM] |
| GLS inhibitor | -7% | 1% | -1% | -3% | -2% |
| HP1b chromo inh | 14%[57 µM] | 3% | 20% | 33% | 11% |

16. O=C(CN1C(=O)CSC1=O)N1CCCCC1
17. Cc1ccccc1C1C(C#N)=C2N=C(N)c3c(sc4c3CCCCC4)N2C2=C1C(=O)CCC2 (stereo unspecified)
18. N#CC1=C(N)OC2=C(C(=O)CCC2)C1Cc1ccccc1 (stereo unspecified)
19. Cc1cnc(NC(=O)CSc2ccccc2)s1
20. COC(=O)c1ccc(C(=O)OC)c(NC(=S)N2CCOCC2)c1

| compound no. | 16 | 17 | 18 | 19 | 20 |
| --- | --- | --- | --- | --- | --- |
| 12-LOX inh | -2% | x | -7% | 2% | -1% |
| Pin1 inhibitor | -2% | u | -2% | 2% | 2% |
| Tb PGK inh | -4% | 3% | -1% | -5% | -14% |
| ERG-DNA inh | 0% | 0% | -15% | 3% | 3% |
| RGS4 inh | -15% | -38%[56.9 µM] | -3% | -10% | -14% |
| JMJD2A Tudor inh | -11% | -23%[57.1 µM] | -3% | 1% | -17% |
| rTrxR1 inhibitor | -8% | u | 7% | 17% | -3%[57.1 µM] |
| GLS inhibitor | 11% | 8% | -6% | 0% | -2% |
| HP1b chromo inh | 35% | 16% | 33% | 22% | 5% |

21. O=C(CC1S/C(=N/N=C2CCCCCC2)NC1=O)Nc1ccc(Br)cc1F (stereo unspecified)
22. CN(C)C(=O)Oc1ccc[n+](C)c1
23. O=S(=O)(c1ccc(Cl)cc1)N1CCN(S(=O)(=O)N2CCCCCC2)CC1
24. COCCNc1nnc(SCC(=O)Nc2sc3c(c2C(=O)c2ccccc2)CCCC3)s1
25. CSc1nc(C)c(CCO)c(=O)[nH]1

| compound no. | 21 | 22 | 23 | 24 | 25 |
| --- | --- | --- | --- | --- | --- |
| 12-LOX inh | -18% | 13% | u | -17% | -15% |
| Pin1 inhibitor | -2% | -4% | 0% | 8% | 6% |
| Tb PGK inh | -5% | 10% | -13% | i | -7% |
| ERG-DNA inh | 0% | -1% | 20% | 10% | -14% |
| RGS4 inh | 1% | 6%[56.9 µM] | -1% | -31% | 15% |
| JMJD2A Tudor inh | -26% | -5% | 2% | u | -15% |
| rTrxR1 inhibitor | -3% | 17%[57.1 µM] | 12%[57.1 µM] | -15% | -11% |
| GLS inhibitor | 1% | -3%&-13% | -3% | 1% | -1% |
| HP1b chromo inh | 17% | 32% | 45% | u | 34% |

26. CCN1CCN(C(=O)C(C)Sc2nc3nc(C)cc(C)n3n2)CC1 (stereo unspecified)
27. CCNC(=S)N=Nc1c(O)[nH]c2ccc([N+](=O)[O-])cc12
28. COc1ccc(S(=O)(=O)N(C)C)cc1NC(=O)Cc1c[nH]c2ccccc12
29. CNCCOc1ccccc1C(C)(C)C
30. CCCCc1nnc(NC(=O)CCS(=O)(=O)c2ccc(Cl)cc2)s1

| compound no. | 26 | 27 | 28 | 29 | 30 |
| --- | --- | --- | --- | --- | --- |
| 12-LOX inh | -9% | -6% | -6% | u | 0% |
| Pin1 inhibitor | -1% | u | 0% | -8% | -3% |
| Tb PGK inh | 8% | 1% | 1% | -1% | 8% |
| ERG-DNA inh | 14% | 1% | 6% | -1% | 5% |
| RGS4 inh | -6% | -16% | -10% | -24% | 30% |
| JMJD2A Tudor inh | -7% | -23% | -16% | 3.2µM* | -5% |
| rTrxR1 inhibitor | 20% | -8%[57.1 µM] | 11% | -10% | 19% |
| GLS inhibitor | -8% | 7% | 11% | 2% | 2% |
| HP1b chromo inh | 32% | 6% | -1% | -44% | 28% |

31. O=C(Nc1ccc2c(c1)C(=O)N(CC1CCCO1)C2=O)c1ccc(Cl)c(Cl)c1 (stereo unspecified)
32. O=S(=O)(c1ccc(Br)cc1)c1nc(-c2ccco2)oc1SCc1ccccc1Cl
33. O=C(CCSc1nnc2scc(-c3ccccc3)n12)NCc1ccc2c(c1)OCO2
34. COc1ccc(C2/C=C\CN(Cc3ccccc3)CC(=O)N2Cc2ccc(F)cc2)cc1 (stereo unspecified)
35. CCCCn1nnnc1NCc1ccc(N(CC)CC)cc1
36. Cc1nn(C)c(C)c1NC(=O)CSc1nc(C2CC2)nc2c1cnn2-c1ccccc1
37. Cc1cc(C)n(C2CC(=O)N(c3cc(Cl)cc(Cl)c3)C2=O)n1 (stereo unspecified)

| compound no. | 31 | 32 | 33 | 34 | 35 | 36 | 37 |
| --- | --- | --- | --- | --- | --- | --- | --- |
| 12-LOX inh | -17% | u | -7% | x | -18% | 8% | 12% |
| Pin1 inhibitor | -6% | 70%[activator] | -1% | 21% | -10% | -5% | -1% |
| Tb PGK inh | -7% | i | 6% | x | i | -12% | -6% |
| ERG-DNA inh | 8% | 13% | -8% | x | 6% | 0% | 6% |
| RGS4 inh | -15% | -40% | 28% | -26% | 0% | -31%[56.9 µM] | 5% |
| JMJD2A Tudor inh | -13% | -19% | -18% | -1% | -28% | -5%[57.1 µM] | 4% |
| rTrxR1 inhibitor | 9%[57.1 µM] | -25% | -2% | u | 16%[57.1 µM] | -3% | 10% |
| GLS inhibitor | -1% | -4% | 5% | x | 34%[activator] | -12% | 5% |
| HP1b chromo inh | 33% | 29% | 14% | 9% | -2% | 76%[activator] | 33% |
